# Compound activity from PubChem.
# PGK inhibitor: inhibitors of T. brucei phosphoglycerate kinase | PGK/GAPDH coupled, Kinase-Glo luminescence, 60 min | Potency, µM (series often up to 57.5 µM), without a hit: at the highest dose activity change, negative = inhibition, actives largely listed as inhibitors | hit rate 0.043% among 380,000; also: potency is read from the fitted curve at half-maximal effect; % is scaled to controls: 0 for no effect and ±100 for the full control effect; nearly all actives have a fitted effect of over 60% in size
# Target sequence (P07378 whole entry, looked up): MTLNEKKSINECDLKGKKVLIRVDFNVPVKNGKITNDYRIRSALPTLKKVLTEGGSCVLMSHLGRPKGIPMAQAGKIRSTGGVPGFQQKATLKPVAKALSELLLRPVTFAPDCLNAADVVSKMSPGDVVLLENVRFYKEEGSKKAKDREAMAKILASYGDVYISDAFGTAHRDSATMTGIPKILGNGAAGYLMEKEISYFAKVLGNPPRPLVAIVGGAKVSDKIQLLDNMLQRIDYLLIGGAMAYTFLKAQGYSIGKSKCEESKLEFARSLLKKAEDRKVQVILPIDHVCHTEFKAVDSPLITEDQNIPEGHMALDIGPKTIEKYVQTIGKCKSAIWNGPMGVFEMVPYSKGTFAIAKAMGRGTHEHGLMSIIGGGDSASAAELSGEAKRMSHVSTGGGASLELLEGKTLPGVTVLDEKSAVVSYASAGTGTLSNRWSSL
#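 Luminescent ATP detection (Kinase-Glo Plus) follows a 60-minute room-temperature incubation, with wells lacking PGK as controls. Buffer: 100 mM TEA (pH 7.6), 5 mM MgCl2, 0.01% Tween-20. Coupling enzyme GAPDH (100 nM final) supplies unstable 1,3-BPG in-well.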
# POLH inh: DNA polymerase eta (human) inhibition; hit rate 1.2% among 390,000; recombinant Pol eta, fluorescent DNA replication assay; Potency, µM (top dose mostly 114 µM), for inactives: top-dose activity change, negative = inhibition, hits mostly inhibitors; Q9Y253; also: potency is read from the fitted curve at half-maximal effect; % is scaled to controls: 0 for no effect and ±100 for the full control effect
#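 Pol eta (10 nM) was preincubated with compounds for 15 min at room temperature, after which fluorescent replication substrate (50 nM final) was added to start the reaction. Fluorescence was read kinetically at 0 and 10 min.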
# G9a block: inhibitors of human histone lysine methyltransferase G9a; Q96KQ7; G9a H3K9 monomethylation, AlphaScreen, 2 h; Potency, µM (highest dose often 102 µM), for inactives: at the top dose activity, negative = inhibition, hits mostly inhibitors; hit rate 8.8% among 350,000; AID 504332; also: potency is read from the fitted curve at half-maximal effect; % is scaled to controls: 0 for no effect and ±100 for the full control effect; nearly all actives have a fitted effect of over 75% in size
#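 G9a (20 nM) preincubated 15 min RT with compounds, then 500 nM biotinylated H3K9 peptide and 20 uM SAM added; 2 h RT reaction. Monomethyl-H3K9 product detected by AlphaScreen with anti-H3K9me1 antibody, streptavidin donor and anti-rabbit IgG acceptor beads.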
# GLS inhibitor: blocks human kidney-isoform glutaminase activity; GLS enzymatic activity, qHTS titration; Potency, µM (series often up to 45.5 µM), inactives show at the highest dose activity change, negative = inhibition, actives largely listed as inhibitors; hit rate 0.21% among 410,000; AID 624170; also: potency is read from the fitted curve at half-maximal effect; % is scaled to controls: 0 for no effect and ±100 for the full control effect
# Target sequence (O94925 whole entry, looked up, canonical isoform): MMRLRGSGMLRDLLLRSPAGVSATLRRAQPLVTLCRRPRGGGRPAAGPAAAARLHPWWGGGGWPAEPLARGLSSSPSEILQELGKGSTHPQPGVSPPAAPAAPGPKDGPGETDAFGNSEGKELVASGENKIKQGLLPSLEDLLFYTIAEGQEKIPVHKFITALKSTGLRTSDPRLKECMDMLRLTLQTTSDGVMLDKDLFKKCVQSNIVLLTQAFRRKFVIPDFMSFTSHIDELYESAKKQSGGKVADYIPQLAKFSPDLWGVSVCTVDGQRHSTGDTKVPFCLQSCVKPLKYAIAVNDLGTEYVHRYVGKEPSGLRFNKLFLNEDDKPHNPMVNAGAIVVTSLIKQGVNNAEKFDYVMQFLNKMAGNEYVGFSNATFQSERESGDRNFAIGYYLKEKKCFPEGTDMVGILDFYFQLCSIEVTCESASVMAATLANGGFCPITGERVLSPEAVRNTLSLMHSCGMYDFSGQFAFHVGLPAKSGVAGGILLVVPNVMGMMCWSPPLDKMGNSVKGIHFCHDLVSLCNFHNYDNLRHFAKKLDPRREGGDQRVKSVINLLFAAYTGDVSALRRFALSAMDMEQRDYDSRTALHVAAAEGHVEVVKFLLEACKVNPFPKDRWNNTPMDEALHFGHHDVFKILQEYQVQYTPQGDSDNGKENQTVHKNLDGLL
#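 Coupled fluorescence readout: glutamate oxidase/HRP/Amplex Red detect glutamate formed by hKGA from L-glutamine (1 mM solution added). Buffer 45 mM KH2PO4 pH 8.2, 0.02% Tween-20; reads at t0 and 30 min RT.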
# Pin1 inh: inhibitors of human Pin1. hit rate 0.009% among 390,000. Pin1 FP peptide displacement, HiFluor488, 10 min. Q13526. Potency, µM (top dose mostly 115 µM), without a hit: top-dose activity, negative = inhibition, usual class: inhibitors. AID 504891; active = well fitted inhibition curve with a large enough effect in the polarisation, with a control signal flat, not every such curve was filed as active; inconclusive = small, poorly fitted or top-dose-only effect, or effect the other way, or a change in a side signal; inactive = no such curve, though single readings can be large or run the other way; the % refers to the polarisation; also: potency is read from the fitted curve at half-maximal effect; % is scaled to controls: 0 for no effect and ±100 for the full control effect
# HP1b binding inh: inhibitors of HP1-beta chromodomain binding to methylated histone tails; P83916; AlphaScreen HP1-beta / biotin-H3K9me3 peptide binding; Potency, µM (highest dose often 114 µM), for inactives: at the top dose activity change, negative = inhibition, actives largely listed as inhibitors; hit rate 0.56% among 390,000; also: potency is read from the fitted curve at half-maximal effect; nearly all actives have a fitted effect of over 70% in size; inactives centre near 23
#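 Compound inhibition of the preformed complex between 50 nM HP1-beta and 50 nM biotinylated H3K9me3 peptide was read by AlphaScreen. Buffer was PBS pH 7.4 with 0.01% Tween-20. Incubations ran 30 min at room temperature, with 10 ug/mL donor/acceptor beads.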
# PI4K2A inh: PI4K2A (human) kinase inhibition; Q9BTU6; activity change, negative = inhibition, % at 76.9 µM; purified PI4K2A, ADP-Glo luminescence, 1 h; hits give low values; hit rate 0.13% among 420,000; in the data active = activity change below about -50%; inconclusive = mostly about -30% to -49%;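 also: -100% = wells without enzyme as full effect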
#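 In this quantitative HTS, ADP production by PI4K2A was quantified luminescently after 1 h at ambient temperature; 100 microM adenosine served as plate-quality control.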
# JMJD2A Tudor inh: inhibitors of human JMJD2A Tudor domain; O75164; hit rate 4.4% among 390,000; Potency, µM (top dose mostly 114 µM), for inactives: top-dose activity change, negative = inhibition, actives largely listed as inhibitors; AlphaScreen JMJD2A-Tudor / H3K4me3 peptide binding; AID 504339; also: potency is read from the fitted curve at half-maximal effect; % is scaled to controls: 0 for no effect and ±100 for the full control effect; nearly all actives have a fitted effect of over 50% in size
# BAZ2B block: inhibitors of human BAZ2B bromodomain; AlphaScreen BAZ2B-H3K14Ac peptide displacement; Potency, µM (series often up to 114 µM), for the others: top-dose activity change, negative = inhibition, usual class: inhibitors; hit rate 4.4% among 360,000; AID 504333; also: potency is read from the fitted curve at half-maximal effect; % is scaled to controls: 0 for no effect and ±100 for the full control effect; nearly all actives have a fitted effect of over 60% in size
#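 AlphaScreen displacement: compounds (up to 110uM) incubated 30 min at room temperature with a preformed 50 nM BAZ2B/50 nM biotinylated H3K14Ac peptide complex in PBS pH 7.4 with Tween-20. Donor and acceptor beads at 10 ug/mL final added, 20 min light-protected before reading.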
# Starred values were filed as active, the others as inactive; i = inactive; u = inconclusive; x = not tested or not shown; [ ] = remark or other dose. Unless noted, calls follow the shape of the dose curve; as a rule, active = well fitted curve in the direction sought with a large enough effect; inconclusive = small, poorly fitted or top-dose-only effect, or another doubt; inactive = no such curve, though single readings can be large; an effect the other way counts as inactive or inconclusive. Not all compounds are listed (hit frequency here may not be typical).
SMILES,PGK inhibitor,POLH inh,G9a block,GLS inhibitor,Pin1 inh,HP1b binding inh,PI4K2A inh,JMJD2A Tudor inh,BAZ2B block
O=C(COc1ncnc2c1cnn2-c1ccccc1)Nc1ccc(S(=O)(=O)N2CCCCC2)cc1,1%,-17%,11%[59 µM],3%,55%[activator],28%,-1,-13%,-4%
O=C1/C(=C\c2ccc(O)c(O)c2)SC(=S)N1Cc1ccccc1,-17%,-30%,4µM*,28%,u,10µM*,-10,2.2µM*,8.9µM*
Cc1cc(=O)oc2c(C)c(OCC(=O)Nc3cccnc3)ccc12,5%,-13%,4%,0%,-4%,27%,11,-19%,-21%
CCn1cc(/C=C/C(=O)c2ccc(O)cc2)c(C)n1,-16%,u,-1%,73%[activator],-1%,23%,0,-18%,-1%
COc1ccc(-n2nc(C(=O)NCC(=O)N3CCN(c4cccc(Cl)c4)CC3)c3ccccc3c2=O)c(OC)c1,0%,-4%,-3%,0%,-1%,-17%,4,-27%,-6%
O=C(Cn1ccn(-c2cccc(Cl)c2)c(=O)c1=O)NCCc1ccccc1,1%,-13%,u,4%,-3%,22%,-9,-8%,0%
Cc1ccc(CNC(=O)c2cc3c(=O)n4ccccc4nc3n(Cc3ccco3)c2=N)cc1,-2%,u,-9%,0%,x,32%,-3,-24%,11%
COc1ccccc1NC(=O)c1nn(-c2ccc(F)c(F)c2)ccc1=O,-6%,-2%,-41%,1%,2%,9%,-4,-12%,6%
COc1ccc(/C=C/C(=O)NC(=S)NN2CCCCC2c2cccnc2)cc1OC (centres undefined),i,-14%,32µM*,-4%,3%,6%,-4,-9%,-38%
CN(C)S(=O)(=O)c1cccc(NC(=O)COC(=O)c2ccc([N+](=O)[O-])o2)c1,1%,u,6%[59 µM],6%,3%,24%,-5,-10%,2%
CCC(C)(C)C1CCC(NC(=O)c2ccc(S(=O)(=O)N3CCOCC3)cc2)CC1 (centres undefined),-1%,u,-15%[2.33 µM],1%,6%,21%,2,-17%,6%
CSc1ccccc1C(=O)NCCSc1ccccc1,i,-10%,10%[2.33 µM],-1%,0%,25%,4,-6%,6%
Cc1cc(C)c(C#N)c(SCC(=O)Nc2ccccc2)n1,-4%,11%,x,18%,13%,0%,3,-6%,-2%
CCOc1ccc(-n2nc3ccc(NC(=O)c4ccc(-c5cccc(Cl)c5)o4)cc3n2)cc1,-8%,7%,-73%[59 µM],-2%,16%,14%,-4,-6%,-26%
CCOC(=O)c1sc(NC(=O)c2cc3c(s2)CCC(C)C3)nc1C (centres undefined),-2%,u,7%[59 µM],9%,13%,30%,1,-25%,5%
COc1ccc(CC(=O)NNS(=O)(=O)c2ccc(F)cc2)cc1,-9%,-18%,u,-6%,-8%,23%,1,-7%,-1%
COc1ccc2c(c1OC)C(=O)N1c3ccccc3C(=O)N(c3ccccc3F)C21 (centres undefined),-1%,-10%,4%[59 µM],0%,3%,16%,-1,-10%,8%
Cc1ccccc1CNCCCSc1nnnn1-c1ccccc1,1%,-17%,-8%[59 µM],-1%,-4%,39%,-2,-12%,-17%
Nc1c(-c2ccccc2)sc2ccc3ccccc3[n+]12,-5%,u,1µM*,1%,-5%,27%,-10,5%,-37%
CCCN(CC(=O)Nc1ccccc1OC)C(=O)Cn1c(=O)oc2ccccc21,-1%,u,x,-3%,2%,30%,0,-2%,x

# 2 entries drawn at random from those above:
SMILES,PGK inhibitor,POLH inh,G9a block,GLS inhibitor,Pin1 inh,HP1b binding inh,PI4K2A inh,JMJD2A Tudor inh,BAZ2B block
CCOC(=O)c1sc(NC(=O)c2cc3c(s2)CCC(C)C3)nc1C (centres undefined),-2%,u,7%[59 µM],9%,13%,30%,1,-25%,5%
CSc1ccccc1C(=O)NCCSc1ccccc1,i,-10%,10%[2.33 µM],-1%,0%,25%,4,-6%,6%

# Carrying on.
SMILES,PGK inhibitor,POLH inh,G9a block,GLS inhibitor,Pin1 inh,HP1b binding inh,PI4K2A inh,JMJD2A Tudor inh,BAZ2B block
COc1cc(/C=C/C(=O)OCC(=O)NC(=O)NC23CC4CC(CC(C4)C2)C3)ccc1OCC#N,9%,-14%,-19%[59 µM],4%,9%,-12%,3,-25%,-9%
Cc1ccc(/C=C2/C(=N)N3N=C(CC(=O)N4CCCC4)SC3=NC2=O)o1,i,-15%,32µM*,-1%,3%,5%[57 µM],2,-7%,-23%
Nc1ccc(Br)cc1-c1nc2ccccc2[nH]c1=O,-7%,-3%,-8%,-2%,u,51%,-4,-17%,-18%
COc1ccc(CCNC(=O)CC(C)(C)CC2=NS(=O)(=O)c3ccccc3N2)cc1OC,-10%,13%,x,6%,-12%,24%,-3,-10%,-4%
CCc1nc2ccccc2c(=O)n1NC(=O)c1c(O)c2ccccc2[nH]c1=O,i,3%,82%[activator][59 µM],13%,2%,-1%,6,79µM*,u
COc1ccc(Cc2nc3c4cnn(-c5ccccc5Br)c4ncn3n2)cc1,x,x,-3%[59 µM],3%,13%,28%,3,-7%,-10%
COc1cccc(C(=O)NC2=NC(c3ccccc3F)CC(=O)N2)c1 (centres undefined),7%,-10%,-27%[59 µM],-6%,5%,34%[activator],0,-12%,2%
Cc1ccc(C(=O)Nc2ccc3[nH]c(=O)c(=O)[nH]c3c2)cc1,i,-2%,-4%[59 µM],1%,22%,20%,-4,-2%,-13%
COc1ccc([C@H]2C=C3CN(C(=O)OC(C)(C)C)S(=O)(=O)[C@H]3C[C@H]2OC(=O)c2ccc(C(F)(F)F)cc2)cc1,i,-19%,17%[12.7 µM],2%,2%,23%,0,-20%,2%
CCC(C)NC(=O)C1CC(=O)N(CCc2ccc(F)cc2)C1 (centres undefined),-2%,10%,x,-1%,1%,35%,1,-3%,u
CCOc1ccc(CCNC(=O)CN(C)S(=O)(=O)c2ccc3c(c2)CCC(=O)N3)cc1OCC,-14%,-9%,-10%[59 µM],1%,0%,20%,-4,1%,3%
C=CCn1c(=NC(=O)c2ccco2)sc2cc(C(=O)OC)ccc21,1%,u,6%,2%,55%[activator],14%,0,u,2%
Cc1ccc(-c2noc(CN(C)C(=O)c3ccc(Br)o3)n2)cc1,-1%,-20%,50µM*,-12%,-1%,u,0,-3%,u
CCNc1nc(NCC)nc(SCCOc2ccc(C)cc2)n1,-2%,-15%,5%,-3%,u,108%,-1,45%[activator],33%
NCCCCCNC(=O)/C=N\O,-4%,11%,-46%,26%,4%,40%[activator],-4,-23%,1%
Oc1ccc(Nc2nc(N3CCCC3)c3ccccc3n2)cc1,-6%,-4%,40µM*,39%[activator],u,-48%,-7,56µM*,u
CC(C)(C)c1csc(NC(=O)CSC2=NCCS2)n1,-3%,-13%,5%,4%,0%,-7%,-4,-11%,-1%
CC(C)OCCCNC(=O)c1ccc(CSc2nc3cccnc3n2Cc2ccccc2)cc1,2%,-18%,2%[59 µM],1%,-3%,-2%,-2,-12%,4%
COC(=O)c1ccc2nc(C)cc(Nc3ccc(O)cc3)c2c1,-1%,-9%,u,0%,1%,15%,3,-31%,-16%
COCCN(CC(=O)Nc1cccc(C)c1C)C(=O)c1ccc2c(c1)OCO2,i,-18%,u,0%,-7%,43%[activator],3,3%,8%
CN(C)c1cc(N/N=C\c2ccccc2)nc(N(C)C)n1,i,-12%,-18%,3%,-1%,22%,-3,u,-37%
O=C(NC(=S)N1CCN(c2ccc(Cl)cc2[N+](=O)[O-])CC1)c1ccco1,i,-9%,u,-17%,-4%,-10%,-3,u,u
COC(=O)COc1ccc(S(=O)(=O)Nc2ccc3c(c2)OCCO3)cc1Cl,-9%,-8%,7%[12.7 µM],12%,-10%,3%,-4,-21%,1%
COc1ccc(CC(=O)O/N=C(\N)Cc2cccc3ccccc23)cc1OC,1%,-9%,-12%[59 µM],5%,9%,31%,4,6%,10%
NS(=O)(=O)c1ccc(NC(=O)CSc2nnc(C3CC3)n2C2CC2)cc1,-8%,-17%,11%[2.33 µM],5%,-2%,32%,-1,-9%,6%
CCc1nccn1S(=O)(=O)c1cc(Br)ccc1Br,i,-2%,5%[59 µM],0%,3%,19%,-4,-1%,-11%
O=C1COc2ccc(S(=O)(=O)CCC(=O)NC3CCCCC3)cc2N1,-1%,7%,13%[0.0925 µM],10%,-13%,60%[activator],-22,-16%,0%
O=C(O)c1cn(CCOc2ccccc2Cl)c2ccccc12,-8%,8%,38%,-1%,0%,10%,2,-4%,5%
COc1ccccc1NC(=O)C(C)N1C(=O)C2CCCCC2C1=O (centres undefined),-1%,-7%,15%[0.501 µM],-2%,-1%,47%[activator],0,-3%,5%
Nc1ncnc2c1ncn2[C@@H]1O[C@H](CNCc2ccc(-n3cccn3)cc2)[C@@H](O)[C@H]1O,-4%,-12%,x,-6%,-3%,39%[activator],-8,-9%,x
Cc1cc(C)c(C(=O)c2ccccc2)c(C)c1,-8%,-3%,x,13%,0%,88%[activator],-11,64%[activator],x
O=C(Cc1ccc2c(c1)OCCO2)N1CCN(S(=O)(=O)c2cccc(C(F)(F)F)c2)CC1,i,-14%,-10%[59 µM],-15%,4%,44%[activator],4,3%,0%
O=C(Nc1ccccc1Br)c1ccc2nccnc2c1,-1%,-15%,16%,1%,0%,20%,-3,1%,1%

# Gathered by group: the compounds so far with a cyano group.
SMILES,PGK inhibitor,POLH inh,G9a block,GLS inhibitor,Pin1 inh,HP1b binding inh,PI4K2A inh,JMJD2A Tudor inh,BAZ2B block
Cc1cc(C)c(C#N)c(SCC(=O)Nc2ccccc2)n1,-4%,11%,x,18%,13%,0%,3,-6%,-2%
COc1cc(/C=C/C(=O)OCC(=O)NC(=O)NC23CC4CC(CC(C4)C2)C3)ccc1OCC#N,9%,-14%,-19%[59 µM],4%,9%,-12%,3,-25%,-9%
